HTR5A inv ag – HTR5A inverse agonists in luminescence cell assay, primary screen, counter-screen for OPRM1-OPRD1 heterodimer inverse agonist project, full-deck HTS; 5-hydroxytryptamine receptor 5A (Homo sapiens), P47898; HTR5A cell line, inverse agonism; inhibition, % at 9.3 µM; hit rate 0.083% among 340,000; AID 504634, 2011; in the data active = inhibition mostly above about 23%, no sharp cut-off; inactive = mostly below about 18%;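 also: 0% = cells with DMSO and 100% = no-cell wells with DMSO; some compounds called inactive have numbers as strong as hits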
OPRM1-OPRD1 inv – inverse agonists of MOR-DOR heterodimerization, primary screen, cell-based, luminescence | cell-based MOR-DOR heterodimer luminescence, inverse agonism | inhibition, % at 9.3 µM | hit rate 0.21% among 340,000 | AID 504357, 2011; in the data active = inhibition above about 22%, passing the limit was not always enough;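 also: 0% = cells with DMSO and 100% = wells without cells with DMSO; values of inactives mirror those of a sister screen read the other way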
V-ATPase pHluor – regulators of yeast V-ATPase proton pumping, primary screen, pHLuorin cytosolic pH fluorescence; response, % at 10 µM; hit rate 0.37% among 350,000; AID 504577, 2011; S. cerevisiae; in the data active = response mostly above about 7.3%, no sharp cut-off; inactive = mostly below about 5.4%; also: actives read high; inactives centre near 0; some compounds called inactive have numbers as strong as hits; reference of the scale not given here
MOR-DOR ag – agonists of OPRM1-OPRD1 heterodimerization, primary screen, cell-based, luminescence; Mu-type opioid receptor (Homo sapiens) + Delta-type opioid receptor (Homo sapiens), …; cells; activation, % at 9.3 µM; hit rate 0.3% among 340,000; AID 504326, 2011; in the data active = activation above about 18%;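 also: 0% = vehicle-treated cells and 100% = reference agonist; values of inactives mirror those of a sister screen read the other way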
Pemphigus Ab inh – inhibitors of pemphigus antibody binding to DSG3, primary screen, biochemical, bead-based, flow cytometry, scFv-GFP. AID 588358, 2011. Desmoglein-3 (Homo sapiens), P32926. binding (percent of control), % at 10 µM. DSG3-coupled beads, scFv-anti-DSG3-GFP binding; stronger effect = lower value. hit rate 0.48% among 310,000;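 active = binding more than 3 SD below its plate's average and above zero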; also: some compounds called inactive have numbers as strong as hits
PKA-R1A act – activators of PKA-R1A holoenzyme, primary screen, biochemical, fluorescence polarization, Cy5-IP20, bovine R1A, mouse PKAc. activation, % at 11.4 µM. PKA-R1A dissociation; scaled: DMSO 0%, 113 µM cGMP 100%. hit rate 0.083% among 340,000. cAMP-dependent protein kinase type I-alpha regulatory subunit (Bos taurus) + …;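 active = percent activation above the mean of all tested compounds plus 3 SD, cut at about 19% in these data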;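 also: higher means more PKAc released from R1A so a rise in polarization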
DAGLB inh – DAGLB lipase inhibitors, primary screen, biochemical, fluorescence, HTS. hit rate 0.059% among 340,000. HEK293T DAGLB membrane lysate, EnzChek fluorogenic substrate. AID 504411, 2011. inhibition, % at 5.17 µM; in the data active = inhibition above about 34%;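 also: 0% = enzyme with vehicle and 100% = wells lacking enzyme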
Target sequence (Q8NCG7 whole entry, looked up): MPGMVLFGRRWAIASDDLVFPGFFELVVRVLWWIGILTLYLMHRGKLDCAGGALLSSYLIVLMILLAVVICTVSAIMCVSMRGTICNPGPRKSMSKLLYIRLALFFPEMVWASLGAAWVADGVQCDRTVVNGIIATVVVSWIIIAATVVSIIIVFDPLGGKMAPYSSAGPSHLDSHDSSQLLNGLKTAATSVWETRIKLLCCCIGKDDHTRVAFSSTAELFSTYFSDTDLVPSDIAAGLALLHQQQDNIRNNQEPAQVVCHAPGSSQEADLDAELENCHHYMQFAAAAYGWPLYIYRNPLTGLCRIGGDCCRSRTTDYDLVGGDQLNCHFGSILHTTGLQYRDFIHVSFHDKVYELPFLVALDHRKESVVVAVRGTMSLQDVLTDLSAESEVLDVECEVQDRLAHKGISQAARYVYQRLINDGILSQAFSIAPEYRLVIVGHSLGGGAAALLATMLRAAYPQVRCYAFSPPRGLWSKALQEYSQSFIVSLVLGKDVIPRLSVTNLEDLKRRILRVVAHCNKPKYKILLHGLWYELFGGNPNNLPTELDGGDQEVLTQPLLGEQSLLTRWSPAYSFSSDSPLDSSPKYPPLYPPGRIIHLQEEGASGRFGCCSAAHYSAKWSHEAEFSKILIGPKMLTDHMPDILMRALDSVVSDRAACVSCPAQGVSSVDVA
PKA-R2B act – activators of PKA-R2B holoenzyme, primary screen, biochemical, fluorescence polarization, Cy5-IP20, human; PKA-R2B holoenzyme dissociation; R2B truncated from residue 108, S112A mutant; 0% DMSO only, 100% 113 µM cGMP; hit rate 0.079% among 340,000; activation, % at 11.4 µM;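 active = activation above a cutoff set at the mean over all compounds plus 3 SD, cut at about 18% in these data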;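 also: higher means more holoenzyme dissociation and a rise in polarization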
Target sequence (P31323 whole entry, looked up, other chains not shown, the tested form may be a part): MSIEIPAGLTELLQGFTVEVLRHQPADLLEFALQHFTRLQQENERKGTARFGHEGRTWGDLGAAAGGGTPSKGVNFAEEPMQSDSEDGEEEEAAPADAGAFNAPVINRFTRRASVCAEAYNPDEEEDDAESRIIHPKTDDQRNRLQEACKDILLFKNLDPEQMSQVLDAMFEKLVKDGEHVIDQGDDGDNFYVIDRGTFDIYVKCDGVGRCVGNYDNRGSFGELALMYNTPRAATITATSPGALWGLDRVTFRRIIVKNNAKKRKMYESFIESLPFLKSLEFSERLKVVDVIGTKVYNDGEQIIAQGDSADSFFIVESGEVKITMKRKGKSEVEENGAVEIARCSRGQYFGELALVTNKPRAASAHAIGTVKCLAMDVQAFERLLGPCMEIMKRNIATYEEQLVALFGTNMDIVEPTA
Arrestin-AP2 inh – inhibitors of beta-arrestin/AP2 binding, primary screen, biochemical, GPCR trafficking, flow cytometry | beta-arrestin 1 C-terminal peptide binding to AP2 beta2-adaptin appendage (human) | FITC-arrestin peptide / GST-AP2 beads; AP2 beta2 appendage carries R879A mutation | inhibition, % at 10 µM | hit rate 0.31% among 340,000;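 active = inhibition above a set limit, near 3 SD of compounds lacking own fluorescence, cut at about 54% in these data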;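 also: plate controls were DMSO wells for no effect and 5 µM unlabelled arrestin peptide for full effect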
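test system = AP2 appendage R879A on GSH beads | buffer or medium = PBS plus Tween 20 (0.05%) and BSA (0.1%) | incubation = 12 min plus 1 h, RT | detection = bead flow cytometry, FITC channel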
HTR5A ag – HTR5A agonists in luminescence cell assay, primary screen, counter-screen for OPRM1-OPRD1 heterodimer agonist project, full-deck HTS | 5-hydroxytryptamine receptor 5A (Homo sapiens), P47898 | activation, % at 9.3 µM | hit rate 0.61% among 340,000 | cell-based; in the data active = activation mostly above about 9.5%, no sharp cut-off; inactive = mostly below about 7.6%;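 also: 0% = cells with vehicle only and 100% = reference agonist; strong numbers were not always called active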
* hit, by the source's call; . = not tested or not shown.

SMILES	HTR5A inv ag	OPRM1-OPRD1 inv	V-ATPase pHluor	MOR-DOR ag	Pemphigus Ab inh	PKA-R1A act	DAGLB inh	PKA-R2B act	Arrestin-AP2 inh	HTR5A ag
COc1ccc(/C=C2\SC(=S)N(CCC(=O)Nc3cccc(O)c3)C2=O)cc1	-17	4	0	-0.7	108	-10	-1	-8	2	4
COc1ccc(-c2cc(C(F)F)n3ncc(C(=O)Nc4c(C)n(C)n(-c5ccccc5)c4=O)c3n2)cc1	-3	12	7	-2.5	99	-2	0	-9	32	1
Cc1ccc(S(=O)(=O)NC(=O)c2ccc(F)cc2)c(C)c1	8	21	-6	-6.3	111	-3	1	-4	2	-2
CCOCCCNC(=O)C(c1ccc(Cl)cc1)N(Cc1cccs1)C(=O)CNC(C)=O (configuration not stated)	-3	13	1	-2.5	113	5	-3	-6	36	2
O=C(Nc1ccc2c(c1)OCCO2)C1CC(O)CN1C(=O)Nc1ccccc1 (configuration not stated)	-10	-20	1	2.5	129	-1	-2	-7	-1	-1
COc1ccccc1-n1nnnc1SCc1ccccc1	16	2	0	-0.4	94	-8	-4	-10	-2	-6
Cc1cccc2c1c1ccc3c(c1n2C)C(=O)C=CC3=O	-14	-22	-1	4.9	117	-10	8	-1	67*	4
Cc1cccc(N2C(=O)C(O)=C(C(=O)c3cccs3)C2c2ccccc2)n1 (configuration not stated)	-14	12	7	-2.3	112	-11	4	-4	-1	2
O=C(c1cccc(NS(=O)(=O)c2ccc(Br)cc2)c1)N1CCCCC1	1	-2	5	0.3	107	-4	0	-5	-4	2
CC(C)(Cc1cccc(CC(C)(C)C(=O)O)c1)C(=O)O	-15	5	5	-0.9	103	-2	3	-4	-9	1
O=C(CCl)NC1CCCc2ccccc21 (configuration not stated)	4	9	-2	-1.8	114	0	0	-2	5	-1
CC(C)CN(C(=O)CN(C)C(=O)Cc1c(F)cccc1Cl)c1c(N)n(CC(C)C)c(=O)[nH]c1=O	.	.	.	.	96	-13	0	0	.	.
COC(=O)c1cc(S(=O)(=O)NCC2CCN(Cc3ccc(F)cc3)CC2)cn1C	-3	9	-3	-1.7	90	1	1	-12	2	1
CC[C@H]1C(O)C[C@H]2CCN3C(=O)CCC[C@H]1[C@H]23 (some centres not stated)	-8	17	0	-3.4	95	-2	0	3	-4	2
COc1ccc(N2C(=NC(=O)CC3CCCCC3)SC3CS(=O)(=O)CC32)cc1 (configuration not stated)	4	-3	-1	0.5	108	-6	1	-3	30	0
CCOc1ccc(-c2cc(CCCC(=O)NCCc3ccc(OC)c(OC)c3OC)no2)cc1	-16	12	-2	-2.2	104	0	-3	0	3	-1
COc1ccc(-n2nc([N+](=O)[O-])c(=NC3CCN(Cc4ccccc4)CC3)n2O)cc1	9	-80	-4	11	97	-8	0	-1	2	-3
CC(=O)N1CCN(c2ccc(NS(=O)(=O)c3ccc(C)cc3)cc2)CC1	-8	-11	1	1.3	99	5	-1	-2	2	3
COc1ccc(OCC(=O)NC(=S)Nc2ccccc2F)cc1	-12	14	2	-2.3	102	4	-19	-8	29	3
Cc1ccc(Cl)cc1N1CCN(C(=O)c2ccc(NC3=NC4CS(=O)(=O)CC4S3)cc2)CC1 (configuration not stated)	4	18	-3	-3.4	.	3	4	5	24	-5
Cc1cccc(C)c1N(CC(O)Cn1c2ccccc2c2ccccc21)S(C)(=O)=O (configuration not stated)	-11	-38	2	7.1	104	-9	-3	-19	-3	6
COC(=O)c1ccc(Nc2cc(C)nc3nc(C)nn23)cc1	-1	13	3	-2.6	112	1	-1	-8	23	0
NC(=O)C1CCCN(S(=O)(=O)c2ccccc2)C1 (configuration not stated)	-3	3	1	-0.6	101	5	-2	-5	-10	0
CCCCNC(=O)CCNS(=O)(=O)c1ccc(C)cc1	-5	1	3	-0.2	103	-11	-1	-8	4	5
COc1ccc(CNC(=O)CSc2nc3ccc(OC)cc3[nH]2)cc1	2	7	1	-1.5	95	-12	1	0	-11	0
COc1cnc(SCc2ccc(Cl)cc2Cl)nc1Cl	19	-17	-2	3.1	103	-8	-13	-7	29	0
Cc1ccc(S(=O)(=O)NCC2(c3ccccc3)CCN(C)CC2)cc1	5	16	9	-3.3	98	8	-4	0	12	-1
COc1ccc(Sc2nnc(Cc3ccccc3)c3ccccc23)cc1	28	-24	-2	4.4	95	5	-9	0	13	1
Cn1c(=O)c2sccc2n2c(CCCC(=O)NCc3cccnc3)nnc12	18	10	0	-2.0	.	-3	-1	-2	5	-5
COc1cccc(NC(=O)Cc2nc(-c3ccccc3)sc2-c2ccc(C)cc2)c1	7	-9	0	1.2	96	0	-4	-4	-15	-3
CCN(CC)C(=O)Oc1ccc(Br)cc1C(=O)Nc1ccc(F)cc1F	-14	-11	-4	2.2	.	-5	-7	-5	10	-3
CCOC(=O)C1CCN(Cc2ccc(F)c(Br)c2)CC1	10	-18	1	3.8	111	3	-4	0	-14	-4
CCC(=O)NCCn1c(C)cc2ccccc21	-17	-1	-3	0.2	85	-9	2	-1	-4	6
CC(C)NC(=O)c1cccc(Br)c1	7	12	-1	-2.2	95	9	0	-3	18	-3
Cc1ccc(S(=O)(=O)N2C[C@@H]3[C@H]4CC[C@H](C4)[C@@H]3[C@@H](C)[C@H]2c2ccco2)cc1	4	-14	1	2.9	96	-1	-11	-2	5	-1
N#CC1=C(N)OC2=C(C(=O)CCC2)C1c1cc2c(cc1Cl)OCO2 (configuration not stated)	7	14	-3	-2.5	113	-1	-1	6	30	3
O=C1CC(c2cccc(Cl)c2)Cc2nc(N3CCN(c4ccccc4)CC3)ncc21 (configuration not stated)	-42	7	-1	-1.6	.	0	-3	-9	6	17*
COc1ccccc1N1CCN(C(=O)CSc2nnc(C)n2C2CC2)CC1	-7	11	-4	-2.9	101	-12	-3	-9	-1	-4
NS(=O)(=O)c1ccc(CCNC(=O)COc2ccc3c4c(c(=O)oc3c2)CCC4)cc1	-53	1	3	-0.1	.	0	0	-5	-2	0
CC(=O)NCc1ccc(S(=O)(=O)N/N=C/c2ccccc2)cc1	8	11	2	-1.6	101	-1	2	7	.	4
COc1ccc(OC)c(N(CC(=O)NC2CCCC2)S(=O)(=O)c2ccc(OC)c(OC)c2)c1	-34	8	2	-1.4	104	-3	0	4	-2	3
COc1ccc(-n2c(SCC(=O)NCC3CCCO3)nc3ccccc32)cc1 (configuration not stated)	-16	12	0	-2.1	108	8	-2	-3	-3	4
Cc1cc(C)c2nc(NNC(=O)c3cc(=O)c4ccccc4o3)sc2c1	-15	7	-2	-1.4	108	-9	22	-8	19	5
CCCCC(=O)Nc1ccccc1Oc1ccccc1	-14	-16	-4	3.0	100	-17	-9	-4	7	9
Cc1c(C(=O)N/N=C/c2ccncc2)nnn1-c1nonc1N	-9	13	6	-2.4	110	-1	0	-10	0	4
O=C(CCNC(=O)c1ccc(Cl)cc1)Nc1cccc(S(=O)(=O)N2CCCCC2)c1	1	-3	4	0.8	102	-11	0	9	-13	0
O=C(O)c1ccccc1Nc1ccccc1	5	6	3	-1.2	.	-6	3	4	-6	-1
FC(F)(F)c1ccccc1-n1c(CN2CCCCC2)n[nH]c1=S	-9	1	10	-0.2	99	0	-6	7	10	-1
Cc1nn(C(C)C(=O)Nc2sc3c(c2C#N)CCCC3)c(C)c1[N+](=O)[O-] (configuration not stated)	-15	9	0	-1.5	96	-1	-6	0	-2	7
COc1ccc(C(=O)/C(=C\N(C)C)n2nc(C)cc2C)cc1	1	9	-4	-1.7	112	-2	1	5	5	0

(listing goes on)
SMILES	HTR5A inv ag	OPRM1-OPRD1 inv	V-ATPase pHluor	MOR-DOR ag	Pemphigus Ab inh	PKA-R1A act	DAGLB inh	PKA-R2B act	Arrestin-AP2 inh	HTR5A ag
CCOCCCNC(=O)/C=C1\Sc2ccccc2N(Cc2ccccc2F)C1=O	-17	-17	1	3.3	89	7	-1	2	22	3
C/C(=N\Nc1nc2ccccc2[nH]1)c1ccc(C)o1	-13	-36	2	5.3	94	-9	0	4	11	7
CCCCN(CC)C(=O)c1ccc2c(c1)OCO2	-9	-3	-4	0.6	132	-1	0	-3	-13	3
c1ccc2c(-c3nc(C4CCCCC4)no3)cc(-c3ccncc3)nc2c1	-38	-3	-3	0.6	74	5	-2	3	32	8
COc1ccc(-c2csc(N3CCN(C(=O)c4ccccc4)CC3)n2)cc1	-24	9	6	-1.8	.	-11	-6	-7	-2	8
O=C(CSc1nccn1-c1ccc(F)cc1)NCc1ccc(F)cc1	7	3	7	-0.5	101	2	-2	1	4	-2
CCn1c(CN2C(=O)CSc3ccccc32)n[nH]c1=S	-9	19	0	-3.7	108	-9	1	-3	-1	-1
O=C(/C=C\Nc1cccc(F)c1)c1cccs1	-20	-9	1	1.8	103	-1	-3	-4	-5	8
CCCCn1c(N)c(N(CCOC)C(=O)C2CCN(S(=O)(=O)c3ccc(C)cc3C)CC2)c(=O)[nH]c1=O	0	5	0	-0.8	97	0	1	-5	26	0
COc1ccccc1-n1c(SCC(N)=O)nnc1-c1ccccc1	-7	11	-5	-1.9	94	6	-1	1	31	4

An excerpt from above in order of their number in PKA-R2B act, high to low.
SMILES,OPRM1-OPRD1 inv,V-ATPase pHluor,MOR-DOR ag,Pemphigus Ab inh,PKA-R1A act,DAGLB inh,PKA-R2B act,Arrestin-AP2 inh
O=C(O)c1ccccc1Nc1ccccc1,6,3,-1.2,.,-6,3,4,-6
CC(C)(Cc1cccc(CC(C)(C)C(=O)O)c1)C(=O)O,5,5,-0.9,103,-2,3,-4,-9
COc1ccccc1-n1nnnc1SCc1ccccc1,2,0,-0.4,94,-8,-4,-10,-2

Further structures follow:
SMILES	HTR5A inv ag	OPRM1-OPRD1 inv	V-ATPase pHluor	MOR-DOR ag	Pemphigus Ab inh	PKA-R1A act	DAGLB inh	PKA-R2B act	Arrestin-AP2 inh	HTR5A ag
CC(=O)Oc1oc(-c2ccccc2)nc1C=Nc1ccc(N(C)C)cc1	1	1	-1	-0.2	107	11	5	-2	24	2
COC(=O)c1cc(N2CCNCC2)nc2ccccc12	-30	9	-1	-1.7	106	7	2	-4	-15	10
COc1cc(-c2nnc(COC(=O)C3c4ccccc4Oc4ccccc43)o2)cc(OC)c1OC	-7	2	-3	-0.3	.	-2	0	6	-1	6
O=C(NCC(c1ccco1)N1CCCC1)c1cc(S(=O)(=O)N2CCOCC2)ccc1Cl (configuration not stated)	11	10	-2	-2.6	101	-7	0	-5	-4	-2
Cc1cccc(-n2c(C)cc(C=C(C#N)C#N)c2C)c1	2	-5	0	0.9	100	2	-3	-11	10	0
